Screening results as filed in PubChem.
STEP block – STEP (human) phosphatase inhibition; AID 588621; 360,000 tested, 0.25% active; recombinant STEP, OMFP fluorogenic substrate, fluorescence; P54829; inhibition, % at 20 µM;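 active means inhibition at 20 µM, scaled per plate between control wells, above about 37%, limit read from the data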;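 further: 0% = DMSO with enzyme and substrate and 100% = substrate only without enzyme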
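System: STEP (striatal-enriched tyrosine phosphatase) enzyme, cell-free; medium: Bis-Tris pH 6.0 buffer with DTT, detergent; dosing: 20 µM, 1% DMSO; times: reaction 20 min, ambient temperature; detection: fluorescence, 480/540 nm; read-out basis: normalized % inhibition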
SKN-1 block – C. elegans SKN-1 inhibition; 360,000 tested, 0.49% active; inhibition, % at 21.8 µM; C. elegans VP596 Pgst-4::GFP/RFP ratio, acrylamide-induced, 24 h;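 active means interference check ratio from 0.5 to 1.5 plus GFP to RFP signal ratio inhibition reaching or exceeding a fixed threshold, cut at about 30% in these data, passing the limit was not always enough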; further: some compounds called inactive have numbers as strong as hits
NadD block – blocks S. aureus nicotinate mononucleotide adenylyltransferase. inhibition, % at 20 µM. 360,000 tested, 0.78% active. AID 602399. purified NadD enzyme, colorimetric absorbance read-out; in the data active means inhibition above about 26%; further: some compounds past the cut are filed as inactive
MT1-MMP act inh – inhibitors of human MT1-MMP activation. GFP/RFP ratio change, % at 20 µM. AID 651647. P50281. HT1080 RFP-PRO-GFP cells, GFP/RFP ratio fluorescence, overnight; percent of plate control window, DMSO zero. 360,000 tested, 0.061% active;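 active means GFP/RFP ratio change of at least 30% with cell ATP level not reduced by more than half and red fluorescence within 50% of control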; further: strong numbers were not always called active
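Assay system – RFP-PRO-GFP reporter HT1080 cells · Compound dosing – single dose of 20 µM compound, 1% DMSO final · Incubation – overnight compound exposure at 37 °C · Measure – GFP/RFP fluorescence ratio · Benchmarks – DMSO wells and RFP-L50D-GFP cells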
Rpn11 inh – blocks the human proteasome subunit Rpn11. AID 588493. 360,000 tested, 0.59% active. human 26S proteasome, Ub4-pepOG fluorescence polarization; 20S core pre-blocked with epoxomicin. calls only at 20 µM. O00487;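 active means inhibition at 20 µM, scaled to each plate's controls, above about 33%, limit read from the data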
Target sequence (O00487 whole entry, looked up): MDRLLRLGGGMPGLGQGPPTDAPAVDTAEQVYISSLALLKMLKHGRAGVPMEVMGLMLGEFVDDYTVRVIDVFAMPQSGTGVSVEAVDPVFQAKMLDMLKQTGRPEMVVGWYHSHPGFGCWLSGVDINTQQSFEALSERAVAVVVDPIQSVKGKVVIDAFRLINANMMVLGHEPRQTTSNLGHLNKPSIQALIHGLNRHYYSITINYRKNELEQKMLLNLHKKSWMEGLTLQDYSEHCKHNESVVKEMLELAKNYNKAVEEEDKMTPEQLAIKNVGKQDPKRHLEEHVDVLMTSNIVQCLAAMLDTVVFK
Scp1 inh – inhibitors of human Scp-1 phosphatase. Q9GZU7. Recombinant Scp1, phosphopeptide, malachite green phosphate absorbance. inhibition, % at 20 µM. 340,000 tested, 0.88% active. AID 493091;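 active means inhibition above about 50% at 20 µM, limit read from the data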;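 further: plate controls were DMSO wells with enzyme for no effect and wells lacking enzyme for full effect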
Target sequence (Q9GZU7 76-261 limits assumed): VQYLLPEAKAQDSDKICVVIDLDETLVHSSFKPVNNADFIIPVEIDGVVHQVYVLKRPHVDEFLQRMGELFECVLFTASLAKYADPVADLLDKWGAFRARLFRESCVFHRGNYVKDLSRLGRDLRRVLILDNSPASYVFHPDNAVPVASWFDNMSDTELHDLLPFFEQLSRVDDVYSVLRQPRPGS
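Test system: SCP-1 phosphatase catalytic domain, residues 76-261 | Compound dosing: One concentration, 20 µM, with 1.0% DMSO | Schedule: 45 min room-temperature reaction, 5 min colour, 30 min stabiliser | Detection: Absorbance at 630 nm | Read-out basis: % inhibition of SCP-1 phosphate liberation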
DNMT1 inh – blocks human DNA methyltransferase DNMT1; P26358; DNMT1 molecular beacon, Hinp1I cleavage, fluorescence; inhibition (reported as % activation of signal), % at 10 µM; 360,000 tested, 0.83% active; AID 588458; in the data active means inhibition above about 50%
NRP1-CendR mod – modulators of CendR peptide binding to human neuropilin-1; FAM-RPARPAR peptide binding to NRP-1, fluorescence polarization; inhibition, % at 25 µM; 360,000 tested, 0.85% active;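 active means inhibition or corrected inhibition above about 18%, plus a signal ratio from 0.5 to 1.5, limit read from the data, passing the limit was not always enough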; further: strong numbers were not always called active
SUMO1-SIM PPI – alters human SUMO1 binding to SIM partners; P63165; SUMO1 binding to a labelled peptide, TR-FRET, 1 h; inhibition, % at 20 µM; 360,000 tested, 0.33% active; in the data active means inhibition above about 37%
Target sequence (P63165 whole entry, looked up): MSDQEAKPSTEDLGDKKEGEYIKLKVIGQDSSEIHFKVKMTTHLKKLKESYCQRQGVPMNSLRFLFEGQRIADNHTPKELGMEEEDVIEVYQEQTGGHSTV
LMPTP block – blocks human LMPTP phosphatase; P24666; recombinant LMPTP-A, OMFP fluorogenic substrate, fluorescence intensity; inhibition, % at 20 µM; 360,000 tested, 0.22% active;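 active means compounds that cut the enzyme signal by at least half of the control window in the single-dose screen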;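 further: plate controls were DMSO wells with enzyme plus substrate for no effect and substrate without enzyme for full effect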
Target sequence (P24666 whole entry, looked up): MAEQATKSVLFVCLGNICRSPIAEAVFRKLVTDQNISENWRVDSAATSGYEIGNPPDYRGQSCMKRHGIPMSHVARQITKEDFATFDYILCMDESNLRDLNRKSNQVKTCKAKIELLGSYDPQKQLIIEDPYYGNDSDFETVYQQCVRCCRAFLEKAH
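Material: LMPTP-A; amount: 0.625 nM enzyme; doses: single 20 µM dose; times: reaction 50 min, room temperature, dark; technique: fluorescence intensity of OMFP turnover product; benchmarks: no-enzyme and uninhibited controls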
An asterisk follows results filed as active; i = inactive; . = no result given; + = active, no number.

nr	canonical_smiles	STEP block	SKN-1 block	NadD block	MT1-MMP act inh	Rpn11 inh
1	CCCOc1ccc(C(=O)CCN2CCN(C(=O)OCC)CC2)cc1	1	5	-13	-8	i
2	CC(CC(=O)Nc1cccc(S(=O)(=O)N2CCCCC2)c1)c1ccccc1 (stereo not drawn)	5	0	-3	-5	i
3	Cc1cccc(NC(=O)C2Cc3ccccc3O/C2=N\O)c1 (stereo not drawn)	2	14	-2	-4	i
4	COc1c(Br)cc([N+](=O)[O-])c(OC)c1C(=O)NC(=O)Nc1c(Cl)cccc1Cl	-2	32	-1	2	i
5	CC(=O)Nc1ccc(N(C(=O)CNC(=O)c2ccco2)C(C(=O)NCc2ccco2)c2ccccc2F)cc1 (stereo not drawn)	-2	6	3	0	i
6	O=S1(=O)CC(N2CCC(Cc3ccccc3)CC2)CN1Cc1ccccc1 (stereo not drawn)	3	-13	-9	4	i
7	Cc1cc(C)c2sc(NC(=O)CN3C(=O)CCC3=O)nc2c1	-3	1	-6	-2	i
8	O=c1ccn([C@@H]2O[C@H](CNCc3cccc4c3sc3ccccc34)[C@@H](O)[C@H]2O)c(=O)[nH]1	-2	10	-6	3	i
9	CN1c2ccccc2C(O)=C(C(=S)Nc2ccccc2)S1(=O)=O	-2	-1	-4	1	i
10	CN(Cc1ccccc1)S(=O)(=O)c1ccc(NC(=O)C2CCCCC2C(=O)O)cc1 (stereo not drawn)	0	9	7	3	i
11	CCN(CC)CCNc1nc2cc(OC)c(OC)cc2c2nc(-c3ccccc3)nn12	4	3	-8	9	i
12	CCOC(=O)C1CCCN(c2c(NCCN(CC)c3ccccc3)c(=O)c2=O)C1 (stereo not drawn)	-3	-2	1	7	i
13	Cc1ccc(Nc2ncccc2C(=O)O)cc1C	-1	10	2	0	i
14	CC1CC(C)CN(S(=O)(=O)c2ccc(C(=O)N3CCOCC3)cc2)C1 (stereo not drawn)	1	-2	-2	-1	i
15	COc1cc(C(=O)NCC(c2ccco2)N2CCCC2)ccc1OCc1ccccc1 (stereo not drawn)	-2	-20	-3	1	i

nr	Scp1 inh	DNMT1 inh	NRP1-CendR mod	SUMO1-SIM PPI	LMPTP block
1	-2	-4	-1	-2	0.4
2	-6	1	8	6	0.5
3	-16	8	-7	1	0.7
4	-22	1	-2	-17	0.0
5	-3	3	3	0	-2.3
6	.	5	4	0	-0.7
7	-4	0	8	3	-1.0
8	.	4	4	0	-0.5
9	-10	-2	-1	-3	-1.4
10	-7	2	0	5	-1.0
11	-7	67*	0	12	3.8
12	-9	-3	11	0	-2.1
13	-1	4	-4	5	-1.0
14	4	4	11	-4	-0.8
15	-2	-8	-1	-3	0.3

More results:
nr	canonical_smiles	STEP block	SKN-1 block	NadD block	MT1-MMP act inh	Rpn11 inh
16	C=CCC[C@H](Cc1ccc(F)cc1)C(=O)OC[C@@H]1CCCN1C(=O)[C@@H](CC=C)CC(=O)NCCO	7	-15	-5	-1	i
17	O=c1c2ccccc2c(C=Nc2cccc(S(=O)(=O)NC3=NCCCCC3)c2)c(O)n1Cc1ccccc1	2	-12	21	-4	i
18	Cc1ccc(CN2CCC(C(=O)Nc3ccc(Oc4cccnc4)cc3)CC2)cc1	-3	-11	-5	1	i
19	O=[N+]([O-])c1ccc2nc(SCc3cn4cc(Cl)ccc4n3)[nH]c2c1	2	11	0	-1	i
20	CC1CC(C)CN(C(=O)CSc2nnc(-c3ccc(Cl)s3)o2)C1 (stereo not drawn)	-1	10	1	2	i
21	Cc1c(NS(=O)(=O)c2ccc(N3CCN(C)CC3)c([N+](=O)[O-])c2)c(=O)n(-c2ccccc2)n1C	-2	1	0	4	i
22	O=C1N(Cc2ccccc2)CC2(Br)COCOC12O (stereo not drawn)	4	11	1	-1	i
23	COc1cc(C(=O)Oc2ccccc2N)cc(OC)c1OC	-1	-1	3	0	i
24	CCCCOc1ccc(C(=O)N2CCN(c3ncccn3)CC2)cc1	0	-6	-1	3	i
25	Cc1nc(NC(=O)CSc2nccn2C)sc1C(=O)N(C)C	-2	-8	1	5	i
26	Cn1cc(Br)c(-c2cccc(N3C(=O)CCCC3=O)c2)n1	0	-14	-2	-5	i
27	NC(=O)c1ccc(-n2nnnc2SCC(=O)NC2CCCCC2)cc1	0	5	-2	0	i
28	Cc1csc(NC(=O)Cc2ccccc2[N+](=O)[O-])n1	-2	-4	-3	3	i
29	Cc1cc(S(=O)(=O)N2CCOCC2)ccc1OCC(=O)N1CCCC1	2	1	0	3	i
30	COc1ccc(S(=O)(=O)N2CCc3ccccc32)cc1C(=O)NCC(c1ccco1)N1CCCC1 (stereo not drawn)	-3	0	-7	8	i

nr	Scp1 inh	DNMT1 inh	NRP1-CendR mod	SUMO1-SIM PPI	LMPTP block
16	-4	2	3	6	-0.9
17	-14	-10	-7	-1	3.0
18	-3	-1	-3	0	0.1
19	16	-6	6	-10	1.0
20	-19	-1	-12	-17	0.6
21	-3	2	-1	-11	-1.9
22	-8	0	-4	-5	-1.6
23	-10	-5	-9	-2	-0.9
24	4	0	4	2	-0.9
25	0	5	11	-1	-0.8
26	-7	4	1	-5	-2.8
27	6	0	3	3	-2.0
28	-2	2	-9	0	-2.4
29	-8	2	-2	5	0.4
30	0	3	-3	3	0.7

Other results
nr	canonical_smiles	STEP block	SKN-1 block	NadD block	MT1-MMP act inh	Rpn11 inh
31	Cc1ccc(NC(=O)CSc2ncc3ccccn23)cc1C	-2	10	1	-3	i
32	FC(F)(F)c1nc(N2CCN(c3ccccc3)CC2)nc2c1CCCCC2	4	-5	-1	2	+
33	O=C(Nc1ccc(N2CCOCC2)cc1)c1csc([C@@H]2C[C@H](O)[C@@H](CO)O2)n1	-1	4	-1	2	i
34	CCc1c(C)nc(N2CCN(c3cccc(OC)c3)CC2)[nH]c1=O	3	11	-3	1	i
35	O=C(Nc1cc([N+](=O)[O-])ccc1O)c1cccc(C(=O)Nc2cc([N+](=O)[O-])ccc2O)c1	99*	-8	48*	4	i
36	Cc1cc(C)cc(OCc2nc(-c3cccnc3)no2)c1	2	0	-3	-2	i
37	CCCCn1c(N)c(N(CC(C)C)C(=O)c2ccc3c(c2)NC(=O)C(C)S3)c(=O)[nH]c1=O (stereo not drawn)	1	-6	2	-4	i
38	CNC(=O)N1c2ccccc2CCc2ccccc21	1	-9	2	0	i
39	COc1ccccc1C(=O)NC(CCSC)C(=O)NCC(c1cccs1)N(C)C (stereo not drawn)	2	16	0	-2	i
40	O=C(NC1CC1)C1CCN(Cc2cnn(-c3ccccc3)c2-n2cccc2)CC1	0	2	3	0	i
41	O=C(CN1C(=O)NC(c2ccccc2)(c2ccccc2)C1=O)NCc1cccs1	1	7	-1	-3	i
42	O=C(c1ccc(NC2=NC3CS(=O)(=O)CC3S2)cc1)N1CCN(c2ccccc2F)CC1 (stereo not drawn)	0	-5	-7	-1	i
43	O=C(NCN1C(=O)C2C3C=CC(C3)C2C1=O)Nc1ccccn1 (stereo not drawn)	-2	-6	2	2	i
44	Cc1cc(F)ccc1S(=O)(=O)Nc1ncnc2scc(-c3ccc(F)cc3)c12	-5	10	3	-3	i
45	COc1ccc(COC(=O)Nc2cc3c(C(F)(F)F)nn(C)c3s2)cc1	0	-13	-7	-4	i

nr	Scp1 inh	DNMT1 inh	NRP1-CendR mod	SUMO1-SIM PPI	LMPTP block
31	-4	-2	-2	-3	2.2
32	-10	6	10	-5	2.4
33	.	6	-7	1	-1.9
34	-9	2	10	4	-0.7
35	98*	-3	-53	56*	97*
36	-5	-1	-19	0	-1.3
37	-7	0	6	3	-0.7
38	-1	1	10	2	-0.6
39	-1	1	-7	2	-1.0
40	-4	-4	-8	3	0.2
41	-6	-10	-22	6	-0.4
42	-15	-3	2	1	-1.2
43	-3	0	-11	1	-0.2
44	7	-5	-28	2	1.2
45	-12	-10	-4	2	2.5

Shown field by field: part of the list above
(36) Cc1cc(C)cc(OCc2nc(-c3cccnc3)no2)c1
  STEP block: 2
  SKN-1 block: 0
  NadD block: -3
  MT1-MMP act inh: -2
  Rpn11 inh: i
  Scp1 inh: -5
  DNMT1 inh: -1
  NRP1-CendR mod: -19
  SUMO1-SIM PPI: 0
  LMPTP block: -1.3
(37) CCCCn1c(N)c(N(CC(C)C)C(=O)c2ccc3c(c2)NC(=O)C(C)S3)c(=O)[nH]c1=O (stereo not drawn)
  STEP block: 1
  SKN-1 block: -6
  NadD block: 2
  MT1-MMP act inh: -4
  Rpn11 inh: i
  Scp1 inh: -7
  DNMT1 inh: 0
  NRP1-CendR mod: 6
  SUMO1-SIM PPI: 3
  LMPTP block: -0.7
(38) CNC(=O)N1c2ccccc2CCc2ccccc21
  STEP block: 1
  SKN-1 block: -9
  NadD block: 2
  MT1-MMP act inh: 0
  Rpn11 inh: i
  Scp1 inh: -1
  DNMT1 inh: 1
  NRP1-CendR mod: 10
  SUMO1-SIM PPI: 2
  LMPTP block: -0.6

Carrying on:
nr	canonical_smiles	STEP block	SKN-1 block	NadD block	MT1-MMP act inh	Rpn11 inh
46	Clc1ccc2c(c1)C(C1=NCCN1)c1ccccc1CS2 (stereo not drawn)	1	-9	-2	-12	i
47	COc1ccccc1[C@@H]1C(c2cccc(Cl)c2)=NN(c2ccc(Br)cc2)[C@H]1C(=O)N1CCOC1=O	0	-2	19	5	i
48	CCCCSc1nc2c(c(=O)n1CC)SC(C)C2 (stereo not drawn)	3	5	8	-4	i
49	Cc1cc(/C=N/N2CCN(C)CC2)c(C)n1-c1ccc(Cl)cc1	1	10	-7	-3	i
50	COc1ccc(C2CC(c3cccs3)=NN2C(=O)c2ccc(Br)o2)cc1 (stereo not drawn)	-2	7	3	-2	i

nr	Scp1 inh	DNMT1 inh	NRP1-CendR mod	SUMO1-SIM PPI	LMPTP block
46	-11	6	-14	-4	-3.4
47	-10	-17	16	-22	2.2
48	-5	7	-13	4	0.4
49	1	-5	-10	10	0.8
50	-7	-8	-9	-7	4.8
